# Screening results: PubChem BioAssay, Sanford-Burnham Center for Chemical Genomics
# UBC13 polyUb: UBC13 polyubiquitin chain formation inhibitors, primary screen, biochemical, TR-FRET, uHTS | Ubiquitin-conjugating enzyme E2 N (Homo sapiens), P61088 | inhibition, % at 20 µM | actives 0.47% (n = 330,000); in the data active means inhibition above about 45%, passing the limit was not always enough
# Target sequence (P61088 whole entry, looked up): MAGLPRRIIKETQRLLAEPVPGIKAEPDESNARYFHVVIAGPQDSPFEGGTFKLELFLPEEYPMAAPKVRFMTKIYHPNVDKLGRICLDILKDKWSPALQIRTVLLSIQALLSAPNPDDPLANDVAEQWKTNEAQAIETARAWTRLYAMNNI
# Apaf-1 inh: inhibitors of human Apaf-1 apoptosome, primary screen, biochemical, DEVD-Rh110 fluorescence, uHTS; reconstituted apoptosome caspase-3 activity; inhibition, % at 20 µM; actives 0.71% (n = 330,000); AID 489030, 2010; active means inhibition of at least 40% at 20 µM;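 further: plate controls were DMSO wells for no effect and DEVD-CHO caspase inhibitor wells for full effect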
#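 System: reconstituted apoptosome with Apaf-1, cytochrome c, caspase-9, procaspase-3, dATP; Signal: Rh110 fluorescence intensity; Schedule: 30 min compound preincubation, 50 min activation, room temperature; Reagent: cytochrome c trigger plus (Z-DEVD)2-Rh110 caspase-3 substrate.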
# Jurkat NFkB inh: inhibitors of induced NF-kB luciferase reporter, primary screen, TCR NF-kB activation inhibitor project, cell-based, luminescence, uHTS; actives 0.53% (n = 330,000); Jurkat, PMA/ionomycin-induced NF-kB luciferase reporter; AID 435003, 2010; inhibition, % at 4 µM
# EBI2 antag: EBI2 receptor antagonists, beta-arrestin recruitment, primary screen, cell-based, luminescence, 7a,25-OHC stimulation, uHTS; actives 0.81% (n = 360,000); 7a,25-OHC stimulated; inhibition, % at 5 µM; in the data active means inhibition above about 38%;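 further: enzyme fragment complementation signal reports receptor beta-arrestin coupling in cells; 0% = agonist plus DMSO wells and 100% = wells without agonist; some results beyond the cut were filed as inactive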
# Target sequence (P32249 whole entry, looked up, the tested form may be a part): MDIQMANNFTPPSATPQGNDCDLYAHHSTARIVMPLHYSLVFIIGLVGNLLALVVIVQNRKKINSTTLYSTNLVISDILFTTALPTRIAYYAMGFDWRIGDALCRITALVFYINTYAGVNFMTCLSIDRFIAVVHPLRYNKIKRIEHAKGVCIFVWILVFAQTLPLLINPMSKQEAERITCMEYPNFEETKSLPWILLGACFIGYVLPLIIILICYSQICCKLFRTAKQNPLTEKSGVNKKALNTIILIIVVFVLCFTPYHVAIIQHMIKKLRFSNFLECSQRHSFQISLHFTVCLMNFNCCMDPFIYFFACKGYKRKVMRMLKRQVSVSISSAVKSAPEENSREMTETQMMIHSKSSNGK
# Gli-Sufu block: Gli-Sufu pathway antagonists, primary screen, luciferase luminescence, Sufu-KO-LIGHT cells, uHTS. Sufu-KO-LIGHT fibroblasts, Gli luciferase reporter luminescence. inhibition, % at 5 µM. actives 0.74% (n = 340,000);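 active means inhibition above about 55%, limit read from the data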;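 further: 0% = DMSO-treated cells and 100% = wells with medium but no cells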
# SENP8 inh: SENP8 protease inhibitors, primary screen, biochemical, luminescence | purified SENP8, Z-RLRGG-aminoluciferin cleavage | inhibition, % at 10 µM | actives 1.2% (n = 330,000)
# Target sequence (Q96LD8 whole entry, looked up): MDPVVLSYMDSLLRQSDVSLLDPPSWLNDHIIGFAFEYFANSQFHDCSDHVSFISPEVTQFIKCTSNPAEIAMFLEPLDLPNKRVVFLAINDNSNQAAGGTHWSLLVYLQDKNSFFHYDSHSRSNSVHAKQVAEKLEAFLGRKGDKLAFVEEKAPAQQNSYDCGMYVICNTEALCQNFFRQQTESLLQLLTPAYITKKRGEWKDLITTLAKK
# 697 NFkB inh: inhibitors of PMA/ionomycin-induced NF-kB reporter, 697 cells, primary screen, B-cell NF-kB inhibitor project, cell-based, luminescence, uHTS. 697 B-cell NF-kB luciferase reporter, 16 h. AID 435022, 2010. actives 0.33% (n = 330,000). inhibition, % at 4 µM; in the data active means inhibition above about 35%
# CCR6 antag: CCR6 receptor antagonists, primary screen, cell-based, CHO-K1, luminescence, beta-arrestin, uHTS. CHO-K1 CCR6 PathHunter beta-arrestin, CCL20-stimulated. actives 0.49% (n = 340,000). inhibition, % at 20 µM. C-C chemokine receptor type 6 (Homo sapiens), P51684. AID 493098, 2011;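 active means compounds whose inhibition of the agonist-driven luminescence signal at 20 µM reaches about 50%, limit read from the data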;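 further: cells stimulated with CCL20 at 14 nM final; plate controls were DMSO with CCL20 for no effect and DMSO without agonist for full effect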
# Active calls of the source: *; · = no result given. Unless noted, no stated cut-off is given here; in the data, active means inhibition above about 50%; inactive means the rest. Only part of the results is shown; the hit share may differ from the screen's.
SMILES,UBC13 polyUb,Apaf-1 inh,Jurkat NFkB inh,EBI2 antag,Gli-Sufu block,SENP8 inh,697 NFkB inh,CCR6 antag
O=C(c1ccccc1)N(NC(=O)C(O)(c1ccccc1)c1ccccc1)c1cccc(F)c1,-3,-7,11,10,2,0,9,16
O=C(CN(Cc1ccc(Br)cc1)S(=O)(=O)c1ccccc1)NCc1ccncc1,-2,10,10,1,-3,-13,-15,29
O=C(N/N=C/CCc1ccccc1)C1CCCCC1,5,4,13,-14,1,4,-4,-2
O=C(OCC(=O)N1CCN(c2ccccc2)CC1)c1cnc(Cl)c(Cl)c1,6,7,17,·,·,-9,19,·
Cc1nn(C)c(C)c1C1C(C#N)=C(N)OC2=C1C(=O)CCC2 (stereo unspecified),2,-8,1,-11,-9,3,-2,1
CCC/C(C)=N/NC(=O)c1ccccc1O,0,-1,-6,-15,-7,-4,6,-14
COc1ccc(N(CC(=O)Nc2ccc(OC)cc2OC)S(=O)(=O)c2ccccc2)cc1,-6,18,2,10,0,8,16,7
CCC1C(=O)n2nc(-c3ccccc3)cc2N=C1C (stereo unspecified),21,-14,-32,-12,-53,-5,-67,-1
COc1ccc(C(=O)CN2C(=O)NC3(CCCCCC3)C2=O)c(OC)c1,0,4,-9,4,-14,3,3,7
Fc1ccc(CNn2cnnc2SCc2ccc(F)cc2)cc1,3,13,-5,-26,-3,0,-15,25
CC1CC(C)CN(C(=O)c2ccc(C(=O)c3ccccc3)cc2)C1 (stereo unspecified),2,17,17,-32,7,3,1,11
Cc1nn2c(NCc3cccnc3)c3c(nc2c1-c1ccccc1)CCC3,9,7,-13,1,-1,1,18,7
COc1ccc(NC(=O)CCN=C2NS(=O)(=O)c3ccccc32)cc1S(=O)(=O)N(C)C,-12,7,0,-10,13,-13,8,15
Cc1ccccc1CN(c1ccc(C(=O)N/N=C/c2ccc(OCC(N)=O)cc2)cc1)S(C)(=O)=O,0,-7,4,-6,-2,6,-1,3
COC(=O)c1ccccc1NC(=O)c1cc(C2CC2)on1,6,13,-11,4,-15,-7,-32,0
O=C1NC(=S)N/C1=C\c1cccnc1,-8,-14,-4,-4,-3,4,-21,-8
Cn1cc(S(=O)(=O)N2CCCC2)cc1C(=O)N1CCN(c2cccc(Cl)c2)CC1,5,-1,20,0,-10,8,7,10
CCOc1cc(/C=N/n2cnnc2)ccc1O,-1,-14,12,-1,-2,2,20,10
O=C(NCCS(=O)(=O)c1ccc(Br)cc1)c1ccc(Cl)cc1Cl,2,-2,12,9,-15,-9,1,10
Cc1ccc(Cl)cc1N(CC(=O)NCc1ccccc1)S(C)(=O)=O,12,-15,-6,3,-8,-3,-4,0
COc1ccc(CCC2(C)NC(=O)NC2=O)cc1 (stereo unspecified),-2,-12,-4,4,-39,5,4,3
O=C(O)CC1c2ccccc2CCN1S(=O)(=O)c1ccccc1 (stereo unspecified),7,-5,15,-3,8,-1,6,1
CCOC(=O)c1[nH]c(C)c(C(=O)OCC(=O)N2CCc3ccccc32)c1C,2,2,37,2,-4,0,-4,-11
COC(=O)CC1=C(C(=O)OC)C(c2cccs2)C(C#N)=C(N)O1 (stereo unspecified),1,-2,-2,-15,5,5,2,4
Oc1ccc(NC(=S)Nc2ccc(O)cc2)cc1,3,5,15,-7,-3,-5,-3,12
C[C@@H]1COC(=O)[C@@H](Cc2ccc(F)cc2)C/C=C\C[C@H](CC(=O)N(CCO)Cc2ccccc2)C(=O)N1,-4,2,3,-3,-4,1,-23,-7
CN1CCN(CCP(=O)(c2ccccc2)c2ccccc2)CC1,-16,-2,6,-3,-1,-6,-6,-7
CS(=O)(=O)N(CC(=O)N1CCOCC1)c1cc(Cl)ccc1Cl,-9,-3,-12,-10,33,-7,-7,7
c1coc(-c2nn3c(-c4ccco4)nnc3s2)c1,-4,15,-6,-2,-22,0,14,11
N/C(=N\OC(=O)CSc1ccccc1)c1ccc([N+](=O)[O-])cc1,5,15,-45,-16,-31,-2,-38,4
N#CCSc1nnc(-c2ccccc2)c(-c2ccccc2)n1,2,-1,4,-2,-34,6,5,14
COc1ccccc1CN(C)C(=O)c1ccc2c(c1)NC(=O)CS2,6,-2,-8,6,3,-6,-14,3
Cc1cc(NC(=O)c2cccc(F)c2)ncc1NC(=O)c1ccco1,-4,3,-92,-5,-85,82*,-107,2
CCOC1=C/C(=C/c2c(N)n3nc(CC(=O)N4CCCCC4)sc3nc2=O)C=CC1=O,-13,-1,2,1,-11,8,-13,17
O=C(NCc1cccs1)C1CCC(CNS(=O)(=O)c2cccs2)CC1 (stereo unspecified),-1,-6,0,5,2,-1,14,7
COc1cc(C2C(C#N)=C(N)Oc3cc(C)n(CCN4CCOCC4)c(=O)c32)cc(OC)c1OC (stereo unspecified),0,-4,6,4,16,3,9,-6
O=S(=O)(Nc1ccccc1)c1cccc2nsnc12,8,-12,-10,7,7,5,3,9
COCCN1CCN(C(=O)C2CCC(=O)N(Cc3ccccc3OC)C2)CC1 (stereo unspecified),0,6,11,-5,-1,13,12,10
Cn1cc(CN2CCC(C(=O)N3CCCC3)CC2)c(-c2ccccc2F)n1,11,-2,0,-8,13,0,5,7
CCOc1ccc(C(C)=O)cc1N1C(=O)C2C3C=CC(C3=C(C)C)C2C1=O (stereo unspecified),-2,3,3,1,17,0,3,-5

# Arranged by value in Jurkat NFkB inh (high to low): 3 from the list above.
smiles	Jurkat NFkB inh
CCOC(=O)c1[nH]c(C)c(C(=O)OCC(=O)N2CCc3ccccc32)c1C	37
CN1CCN(CCP(=O)(c2ccccc2)c2ccccc2)CC1	6
C[C@@H]1COC(=O)[C@@H](Cc2ccc(F)cc2)C/C=C\C[C@H](CC(=O)N(CCO)Cc2ccccc2)C(=O)N1	3

# Later entries
SMILES,UBC13 polyUb,Apaf-1 inh,Jurkat NFkB inh,EBI2 antag,Gli-Sufu block,SENP8 inh,697 NFkB inh,CCR6 antag
Cc1ccccc1C(=O)c1c[nH]c(C(=O)NCC2CCCO2)c1 (stereo unspecified),4,-12,-2,-7,1,7,-11,3
Cc1cc(Cl)ccc1OCCCC(=O)NCCN1C(=O)S/C(=C\c2cccnc2)C1=O,-21,28,-34,28,6,-10,-3,14
Cc1ccc(-n2c(C)nn(CCOc3ccccc3)c2=O)cc1,6,0,-42,3,-39,-6,-57,9
Cc1cc(C)c(S(=O)(=O)N2CCCC(C(=O)NCc3ccccn3)C2)c(C)c1 (stereo unspecified),0,2,3,-13,2,4,8,10
CC(C)Oc1ccc(CC(=O)NNC(=S)Nc2ccc(Br)cc2)cc1,-19,-11,6,8,1,-4,-6,20
COc1ccc(C2/C=C\CN(Cc3ccco3)CC(=O)N2Cc2ccc(F)cc2)cc1 (stereo unspecified),5,12,10,7,10,1,13,16
COc1ccc(NC(=S)NC(NC(=O)c2cccc(Cl)c2)C(Cl)(Cl)Cl)c([N+](=O)[O-])c1 (stereo unspecified),-40,10,-12,9,13,-5,2,58*
CCn1c(COc2ccccc2C)nnc1SCC(=O)N1CCCCC1,-4,5,5,-2,5,-6,0,9
CCOC(=O)c1nn2c(C(F)(F)F)cc(-c3ccc(OC)cc3)nc2c1Br,24,0,-26,12,7,-5,-5,-10
O=C(NCc1nc(-c2ccc(C(F)(F)F)cc2)no1)Nc1ccc(OC(F)(F)F)cc1,-5,-13,12,4,1,-9,5,5
CC(C)(C)N(Cc1ccccc1)C(=O)CCc1ccccc1,2,3,0,18,10,0,-15,18
COc1cccc(Nc2nnc(SCc3cc([N+](=O)[O-])cc4c3OCOC4)s2)c1,-8,-1,5,14,9,4,23,1
CC1(C)N([O-])C2=C(c3ccccc3C2=O)[N+](=O)C1(C)C,-27,7,9,-2,4,3,9,-18
O=c1[nH]nc(SCc2nnc(-c3ccc([N+](=O)[O-])cc3)o2)n1C1CCCCC1,-1,5,4,5,2,3,21,4
CCOc1ccc(-c2[nH]ncc2-c2ccc(Cl)cc2)c(O)c1,1,23,6,-4,6,-10,-13,-6
CCOC(=O)c1ccc(N2C(=O)C=C(N3CCOCC3)C2=O)cc1,-7,3,-4,6,-9,-6,-3,12
Cc1ccc(C(=O)N(CC(=O)Nc2ccc(Cl)c(Cl)c2)Cc2ccco2)cc1,-10,25,-15,-17,0,-7,0,15
C/C(=N\NC(=O)c1ccc(CN2CCOCC2)cc1)c1ccc(NC(=O)c2ccccc2)cc1,0,-9,-34,-10,-50,4,-51,5
CC(Oc1cc2oc(=O)c3c(c2cc1Cl)CCC3)C(=O)NCCN1CCOCC1 (stereo unspecified),-2,0,0,-18,-12,-10,12,6
COc1ccc(NC(=O)NN2CCN(C)CC2)cc1,-4,-14,-8,15,4,-8,12,2
N#CC1=C(N)OC2=C(CC/C2=C\c2ccccc2Cl)C1c1ccccc1Cl (stereo unspecified),-19,2,1,11,6,-3,-11,4

# Gathered by group: the entries above containing an aryl methoxy group.
SMILES,UBC13 polyUb,Apaf-1 inh,Jurkat NFkB inh,EBI2 antag,Gli-Sufu block,SENP8 inh,697 NFkB inh,CCR6 antag
COc1ccc(N(CC(=O)Nc2ccc(OC)cc2OC)S(=O)(=O)c2ccccc2)cc1,-6,18,2,10,0,8,16,7
COc1ccc(C(=O)CN2C(=O)NC3(CCCCCC3)C2=O)c(OC)c1,0,4,-9,4,-14,3,3,7
COc1ccc(NC(=O)CCN=C2NS(=O)(=O)c3ccccc32)cc1S(=O)(=O)N(C)C,-12,7,0,-10,13,-13,8,15
COc1ccc(CCC2(C)NC(=O)NC2=O)cc1 (stereo unspecified),-2,-12,-4,4,-39,5,4,3
COc1ccccc1CN(C)C(=O)c1ccc2c(c1)NC(=O)CS2,6,-2,-8,6,3,-6,-14,3
COc1cc(C2C(C#N)=C(N)Oc3cc(C)n(CCN4CCOCC4)c(=O)c32)cc(OC)c1OC (stereo unspecified),0,-4,6,4,16,3,9,-6
COCCN1CCN(C(=O)C2CCC(=O)N(Cc3ccccc3OC)C2)CC1 (stereo unspecified),0,6,11,-5,-1,13,12,10
COc1ccc(C2/C=C\CN(Cc3ccco3)CC(=O)N2Cc2ccc(F)cc2)cc1 (stereo unspecified),5,12,10,7,10,1,13,16
COc1ccc(NC(=S)NC(NC(=O)c2cccc(Cl)c2)C(Cl)(Cl)Cl)c([N+](=O)[O-])c1 (stereo unspecified),-40,10,-12,9,13,-5,2,58*
CCOC(=O)c1nn2c(C(F)(F)F)cc(-c3ccc(OC)cc3)nc2c1Br,24,0,-26,12,7,-5,-5,-10
COc1cccc(Nc2nnc(SCc3cc([N+](=O)[O-])cc4c3OCOC4)s2)c1,-8,-1,5,14,9,4,23,1
COc1ccc(NC(=O)NN2CCN(C)CC2)cc1,-4,-14,-8,15,4,-8,12,2
